High-throughput results deposited in PubChem by Sanford-Burnham Center for Chemical Genomics.
APOBEC3A inh: inhibitors of human APOBEC3A DNA deaminase; recombinant A3A, FAM/TAMRA ssDNA deamination fluorescence; 330,000 tested, 0.41% active; P31941; inhibition, % at 20 µM; AID 493011;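 active means at least 40% inhibition at 20 µM here, with at most 30% in a related deaminase screen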;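 further: plate controls were A3A with DMSO for no effect and wells lacking A3A enzyme for full effect; some results filed as inactive read as strong as hits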
Target sequence (P31941 whole entry, looked up): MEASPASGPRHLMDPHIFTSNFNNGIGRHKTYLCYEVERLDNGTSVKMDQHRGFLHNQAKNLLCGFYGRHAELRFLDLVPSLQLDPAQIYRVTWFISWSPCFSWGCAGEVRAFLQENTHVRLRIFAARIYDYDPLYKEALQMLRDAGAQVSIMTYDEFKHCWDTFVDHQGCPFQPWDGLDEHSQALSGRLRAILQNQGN
hIAP block: blocks human intestinal alkaline phosphatase. P09923. purified IAP, CDP-Star luminescence, 30 min. inhibition, % at 10 µM. 330,000 tested, 0.12% active;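 active means inhibition reaching a set limit with compound at 10 µM in the primary screen, cut at about 35% in these data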;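 further: plate controls were DMSO wells with enzyme for no effect and no-enzyme buffer wells for full effect; values of inactives mirror those of a sister screen read the other way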
hIAP activ: increases human intestinal alkaline phosphatase activity | P09923 | purified human IAP, CDP-Star luminescence, 30 min; hits give high values; 1 = vehicle-only enzyme, 0 = enzyme-free background | activation factor at 10 µM | 330,000 tested, 0.16% active | AID 2524;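 active means activation factor of the enzyme at least 2-fold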; further: the source names both 10 and 20 µM as test concentration; values of inactives mirror those of a sister screen read the other way
ATG4B inh: inhibitors of human ATG4B cysteine protease | Q9Y4P1 | inhibition, % at 8.33 µM | 340,000 tested, 0.51% active | ATG4B cleavage of LC3-PLA2, NBD-HPC fluorescence, 1 h; in the data active means inhibition above about 40%
Target sequence (Q9Y4P1 whole entry, looked up): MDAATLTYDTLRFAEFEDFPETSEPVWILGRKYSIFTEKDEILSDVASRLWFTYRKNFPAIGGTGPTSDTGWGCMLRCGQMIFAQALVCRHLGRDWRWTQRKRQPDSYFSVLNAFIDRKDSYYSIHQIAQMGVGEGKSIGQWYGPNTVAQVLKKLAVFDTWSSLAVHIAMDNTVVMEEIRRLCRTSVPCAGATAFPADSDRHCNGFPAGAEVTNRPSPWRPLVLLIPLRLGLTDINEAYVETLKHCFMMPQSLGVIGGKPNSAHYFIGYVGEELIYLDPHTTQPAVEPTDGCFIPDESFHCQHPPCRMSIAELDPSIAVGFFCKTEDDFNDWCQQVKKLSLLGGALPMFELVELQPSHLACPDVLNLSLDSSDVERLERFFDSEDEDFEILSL
mIAP block: blocks mouse intestinal alkaline phosphatase; purified mouse IAP, CDP-Star luminescence, 30 min; inhibition, % at 10 µM; 330,000 tested, 0.2% active;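 active means inhibition of at least 40% at 10 µM in the primary screen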;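 further: plate controls were DMSO with enzyme for no effect and no enzyme wells for full effect; values of inactives mirror those of a sister screen read the other way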
APOBEC3G inh: inhibitors of human APOBEC3G DNA deaminase; Q9HC16; recombinant A3G, ssDNA deamination FAM/TAMRA fluorescence; inhibition, % at 20 µM; 330,000 tested, 0.28% active;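 active means inhibition of at least 40% at 20 µM, with no more than 30% in the related APOBEC3A deaminase screen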;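 further: plate controls were DMSO wells with A3G for no effect and wells lacking A3G enzyme for full effect; some compounds called inactive have numbers as strong as hits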
Target sequence (Q9HC16 whole entry, looked up): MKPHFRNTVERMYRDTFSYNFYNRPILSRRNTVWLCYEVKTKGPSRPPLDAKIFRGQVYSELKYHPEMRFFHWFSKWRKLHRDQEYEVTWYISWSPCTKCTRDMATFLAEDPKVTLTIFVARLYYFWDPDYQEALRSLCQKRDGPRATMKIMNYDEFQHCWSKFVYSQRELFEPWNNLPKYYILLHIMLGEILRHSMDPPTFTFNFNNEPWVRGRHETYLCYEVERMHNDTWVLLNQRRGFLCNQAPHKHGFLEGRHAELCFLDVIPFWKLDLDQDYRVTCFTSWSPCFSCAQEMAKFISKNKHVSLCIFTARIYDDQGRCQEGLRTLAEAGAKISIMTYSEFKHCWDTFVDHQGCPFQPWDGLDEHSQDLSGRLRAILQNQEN
beta cell repl: MIN6 beta-cell proliferation induction; MIN6 cells proliferation, ATPlite luminescence, 48 h; cells starved in 0.2% serum; 100% = growth in 10% serum; proliferation, % at 10 µM; 330,000 tested, 0.29% active; AID 2380;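 active means compounds whose signal lies at least 3.5 SD above the mean of all wells on their plate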;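 further: 0% = DMSO-treated cells in low-serum medium and 100% = 10% serum control; some compounds called inactive have numbers as strong as hits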
MPTP block: blocks calcium-induced mitochondrial swelling. isolated mouse mitochondria, Ca2+ swelling absorbance, 30 min. inhibition, % at 10 µM. 360,000 tested, 1.4% active;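 active means inhibition of 50% or more, scaled per plate between neutral and stimulator controls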;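 further: 0% = DMSO wells given calcium and 100% = 1 mM EGTA wells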
mIAP activ: increases mouse intestinal alkaline phosphatase activity | AID 2805 | muIAP, CDP-Star luminescence, 30 min; hits give high values; 1 = vehicle-only enzyme signal, 0 = enzyme-free wells | 330,000 tested, 0.24% active | activation factor at 10 µM;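 active means activation factor of at least 2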; further: the source names both 10 and 20 µM as test concentration; values of inactives mirror those of a sister screen read the other way
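also added = chemiluminescent substrate CDP-Star | test system = mouse IAP enzyme | signal = chemiluminescence readout | compound = DMSO-dissolved test compounds | incubation = 30 min at room temperature | benchmarks = DMSO wells, no-enzyme wells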
* = called active by the depositor.

structure | ATG4B inh | beta cell repl | mIAP activ | MPTP block | APOBEC3G inh | hIAP block | hIAP activ | APOBEC3A inh | mIAP block
COc1ccc(S(=O)(=O)NCc2ccc3c(c2)OCO3)cc1C(=O)O | -9 | 0 | 0.93 | 0.0 | -3 | -12 | 1.1 | 1 | 7
CC(C)(C)OC(=O)NCCCC[C@H](NC(=O)c1nc[nH]c1C(=O)N1CCc2ccccc2C1)C(=O)OC(C)(C)C | -10 | -7 | 0.95 | -0.4 | 6 | -33 | 1.3 | 3 | 5
CCc1ccccc1N=C1SCC(=O)N1C | -14 | -2 | 1.1 | 0.6 | -2 | -2 | 1 | 2 | -7
CSc1ncccc1C(=O)OCC(=O)c1cccc(Br)c1 | 4 | -3 | 1 | -1.1 | 2 | 9 | 0.91 | 1 | -1
O=C1OC(c2ccco2)=N/C1=C\c1ccc(-c2cccc(C(F)(F)F)c2)o1 | 17 | -1 | 0.9 | 0.8 | -5 | -19 | 1.2 | 0 | 10
COc1ccc(-c2cc(=O)oc3cc4occ(C)c4cc23)cc1 | -12 | 3 | 0.94 | 0.0 | -3 | 16 | 0.84 | 4 | 6
CN(CC(=O)NCC(c1ccccc1)N1CCCC1)S(=O)(=O)c1ccc(Cl)cc1 (centres undefined) | -5 | -6 | 0.99 | -0.8 | -7 | 8 | 0.93 | -4 | 1
O=C1C2C3C=CC(C3)C2C(=O)N1Nc1ccc([N+](=O)[O-])cc1[N+](=O)[O-] (centres undefined) | -2 | 0 | 0.95 | 0.2 | -4 | -10 | 1.1 | -5 | 5
Cc1ccccc1/C=N/NC(=O)Cn1cnc([N+](=O)[O-])n1 | -10 | 0 | 1.1 | -0.8 | 2 | -24 | 1.2 | 8 | -8
CCC(CC)c1nnc(NC(=O)CN2C(=O)c3ccccc3C2=O)s1 | 1 | -1 | 1 | -0.2 | -8 | 0 | 1 | 17 | -1
O=C(N[C@@H](Cc1ccccc1)C(=O)OCc1ccccc1)c1nc[nH]c1C(=O)N1CCN(c2ccccc2)CC1 | -5 | -9 | 1 | -0.6 | -9 | -68 | 1.7 | -3 | -3
COCCN1C(=O)N[C@@H](CCc2ccccc2)[C@H](C(=O)OC)[C@H]1C | 4 | -4 | 1 | -0.6 | -1 | -3 | 1 | 3 | -1
Cc1ccc(NC(=O)CSc2nc3ccccc3c(=O)n2CCCC(=O)NCCCN2CCOCC2)cc1 | -6 | -2 | 1.1 | -1.3 | -8 | 5 | 0.95 | -2 | -5
CN(CCc1nc2ccccc2[nH]1)Cc1nc(CC2CC2)no1 | 1 | 1 | 1 | 2.3 | 1 | -3 | 1 | 2 | -1
Cc1cc(NC(=O)c2ccc(Cl)cc2)ccc1NC(=O)c1ccccc1Cl | 4 | -2 | 1 | 1.0 | 1 | 16 | 0.84 | 3 | -1
O=C(CSc1nnnn1-c1ccc(O)cc1)c1ccc(F)cc1 | -4 | -5 | 1.1 | 3.9 | -12 | -10 | 1.1 | -1 | -6
C=CCc1ccc(OCCCCNC2CCCC2)c(OC)c1 | 6 | 0 | 1.1 | -0.2 | -4 | -4 | 1 | 2 | -13
COc1ccc(C(=O)NCC(=O)NCC(c2ccco2)N(C)C)cc1OC (centres undefined) | 6 | 0 | 0.96 | -1.7 | 4 | 44* | 0.56 | 6 | 4
O=C(Nc1ccc(N2CCCC2)cc1)c1ccccc1F | 18 | 0 | 0.9 | 0.0 | -5 | 12 | 0.88 | 0 | 10
CCC1CCCCN1S(=O)(=O)c1ccc(NC(=O)C2CCN(C(=O)c3ccco3)CC2)cc1 (centres undefined) | -1 | -4 | 1.1 | -0.8 | -5 | -15 | 1.2 | -1 | -9
Cc1cccn2cc(-c3cccc(S(=O)(=O)N4CC(C)OC(C)C4)c3)nc12 (centres undefined) | 0 | 1 | 0.97 | 1.8 | -2 | -26 | 1.3 | -4 | 3
CCOC(=O)c1c(C)sc(Sc2ccc(Cl)cc2[N+](=O)[O-])c1OC | 0 | -3 | 0.97 | 0.2 | -7 | 7 | 0.93 | -4 | 3
Cc1[nH]c(=O)c(C#N)c(C)c1[N+](=O)[O-] | -4 | 0 | 1 | 3.7 | -5 | -5 | 1 | 0 | -4
COc1ccc(CNC(=O)Cn2cccc2C(=O)c2ccccc2)cc1 | -2 | 2 | 0.85 | -1.0 | -3 | -7 | 1.1 | -2 | 14
COc1ccc2c(c1)C(SCC(=O)NCCc1ccc(Cl)cc1)CC(C)(C)O2 (centres undefined) | 2 | -4 | 1.2 | -1.9 | 7 | -3 | 1 | 0 | -17
CN(Cc1ccccc1Cl)C(=O)C1CCC(=O)N(C2CCCCCC2)C1 (centres undefined) | 1 | -2 | 1 | -0.6 | -1 | -26 | 1.3 | 2 | -2
FC(F)(F)c1ccc(Cl)c(-n2c(Cc3cccs3)n[nH]c2=S)c1 | 0 | -2 | 0.99 | 2.7 | -7 | 13 | 0.87 | -4 | 1
O=C(Nc1c2c(nn1-c1ccccc1)CS(=O)(=O)C2)c1ccccc1C(F)(F)F | 2 | 0 | 0.95 | -1.1 | -9 | -14 | 1.1 | -5 | 5
C=CCn1c(SCC(=O)NC2CCS(=O)(=O)C2)nc2scc(C3CC3)c2c1=O (centres undefined) | -22 | -1 | 0.95 | -1.2 | -5 | 2 | 0.98 | -1 | 5
CSc1nnc(-c2cc3c(s2)-c2ccccc2CC3)o1 | 0 | -4 | 1 | 2.9 | -1 | 15 | 0.85 | 3 | -2
COc1ccccc1-n1c(SCC(=O)Nc2ccc(C)cc2)nc(O)cc1=O | -18 | -1 | 0.97 | 0.1 | 0 | 2 | 0.97 | 1 | 3
O=C(Cc1cccc(NC(=O)C2CCCN(C(=O)C3CCC3)C2)c1)Nc1cccc(C(=O)N2CCCC2)c1 (centres undefined) | 0 | 0 | 1 | -0.2 | -3 | 0 | 0.99 | 0 | -2
O=C1C=C(NCc2ccco2)CCC1 | 3 | -1 | 1 | 1.0 | -1 | -19 | 1.2 | -1 | 0
COCCNC(=O)C(=O)NCCN1CCOCC1 | -8 | 1 | 0.96 | 4.0 | -4 | 9 | 0.91 | 4 | 4
CCn1nc(C(=O)OCc2cccc(S(=O)(=O)N(C)C)c2)c2ccccc2c1=O | -6 | -3 | 0.98 | 5.6 | -4 | 5 | 0.95 | 6 | 2
O=S(=O)(Nc1cccc(-c2cn3c(n2)SCC3)c1)c1ccccc1 | -14 | -2 | 1 | -1.6 | -6 | -4 | 1 | 1 | -3
O=C(Nc1cccc(S(=O)(=O)N2CCOCC2)c1)C12CC3CC(CC(C3)C1)C2 | -2 | -3 | 1.2 | 0.1 | 2 | -7 | 1.1 | -2 | -20
CCCc1cc(=O)n2nc(N3CCC(C(=O)NCc4ccc(C)o4)CC3)sc2n1 | 3 | 3 | 0.99 | -1.1 | -1 | 17 | 0.83 | -4 | 1
CCN(CC)CCNC(=O)CCc1nnc2ccc(N3CCC(C)CC3)nn12 | -4 | -2 | 0.97 | -0.1 | -1 | 6 | 0.94 | 2 | 3
CN(C(=O)Cc1c(C(=O)O)n(C)c2ccccc12)c1ccc(F)cc1 | -8 | 0 | 0.99 | 3.2 | -6 | -2 | 1 | -5 | 1
COc1cccc(C2CC(c3cccs3)=NN2C(=S)Nc2ccccc2)c1OC (centres undefined) | -6 | 0 | 0.91 | -5.3 | 0 | -11 | 1.1 | 2 | 9
CC1(c2ccccc2Cl)NC(=O)N(CC(=O)NC(=O)NCc2ccco2)C1=O (centres undefined) | -14 | -4 | 0.92 | 1.0 | 0 | -6 | 1.1 | 2 | 8
COc1ccc(/C=C2/SC(=O)N(CCNC(=O)C3COc4ccccc4O3)C2=O)cc1 (centres undefined) | 1 | 0 | 0.99 | 6.4 | 0 | 1 | 0.99 | 3 | 1
O=C1CCCN1C(=O)COc1ccc([N+](=O)[O-])cc1 | -4 | -1 | 0.97 | 0.5 | -5 | -2 | 1 | -1 | 3
O=C(CSc1nnc(CNC(=O)c2cccs2)o1)Nc1cccc(C(F)(F)F)c1 | -14 | 5.1* | 0.93 | -0.8 | -2 | -3 | 1 | 0 | 7
C(=N\Nc1ccccn1)/c1ccc2c(c1)OCCO2 | 2 | -2 | 0.89 | -0.3 | -6 | -7 | 1.1 | 0 | 11
COC(=O)Cc1ccc(NC(C)=O)cc1 | 11 | 0 | 1.1 | -2.3 | -11 | 15 | 0.85 | -1 | -9
O=C(/C=C/C=C/c1ccc2c(c1)OCO2)N1CCCCC1 | -21 | -3 | 0.85 | 4.3 | -3 | -17 | 1.2 | 0 | 14
CCCCN(C(=O)c1ccc(-c2ccc(Cl)cc2)o1)c1c(N)n(CCC)c(=O)[nH]c1=O | 13 | -2 | 0.93 | -0.5 | -3 | 7 | 0.93 | 1 | 7
CCc1nnc(NS(=O)(=O)c2ccc(NC(=O)OC)cc2)s1 | 5 | -2 | 0.98 | -1.6 | -1 | -15 | 1.2 | 2 | 2
CN(C)C(=O)c1ccc(NC(=O)COC(=O)C2=COCCO2)cc1 | -14 | 2 | 0.99 | -1.4 | 0 | -2 | 1 | 7 | 0
O=C(O)COc1ccc(Br)cc1/C=C1/SC(=O)N(CC(=O)N2CCCC2)C1=O | -3 | -2 | 1 | -0.4 | 6 | 5 | 0.95 | 1 | -1
COc1ccc(NC(=O)COC(=O)Cn2nnc3ccccc32)cc1 | 1 | -1 | 1 | 0.0 | -9 | 1 | 0.99 | 0 | -1
COc1ccccc1C(=O)NC(=S)Nc1ccccc1N1CCCCC1 | -1 | -6 | 0.84 | 1.3 | -5 | -1 | 1 | -4 | 16
COc1cc(OC)cc(C(=O)NCC(=O)N2CCN(c3ccc(O)cc3)CC2)c1 | 0 | 0 | 0.94 | 0.5 | 28 | -14 | 1.1 | -4 | 6
CCCn1c(=O)c(C(=O)OCC)c(O)c2cc(Br)ccc21 | -8 | 2 | 0.91 | 2.3 | -6 | 10 | 0.9 | -3 | 10
CC1CCCC(NC(=O)COC(=O)c2cc(S(=O)(=O)N3CCOCC3)ccc2F)C1C (centres undefined) | 6 | -4 | 1.1 | -0.6 | -5 | -23 | 1.2 | -2 | -7
COc1cc2c(cc1OC)CN(CC(=O)Nc1ccc(F)cc1F)CC2 | -1 | -1 | 1 | 0.6 | -4 | 7 | 0.93 | 1 | -3
COc1ccc(-c2c(-c3ccccc3OC)sc3ccccc23)cc1C=O | 14 | -7 | 1 | 0.6 | -2 | 13 | 0.87 | 6 | 0
O=C(CCN1C(=O)c2ccccc2C1=O)Nc1ccc2c(c1)OCCO2 | 1 | -2 | 0.97 | -1.7 | -3 | -2 | 1 | 3 | 2
Cc1ccc2c(c1)N(S(=O)(=O)c1ccc(F)cc1)C(C(C)(C)C)CO2 (centres undefined) | 5 | -5 | 1 | 6.3 | -2 | -9 | 1.1 | -1 | -1
COCc1cc(C)n(CC(=O)NCc2ccccc2)c(=O)c1C#N | 0 | -1 | 0.93 | -1.0 | -6 | -24 | 1.2 | -3 | 7

A different layout for two compounds above:
O=C(/C=C/C=C/c1ccc2c(c1)OCO2)N1CCCCC1
  ATG4B inh = -21 | beta cell repl = -3 | mIAP activ = 0.85 | MPTP block = 4.3 | APOBEC3G inh = -3 | hIAP block = -17 | hIAP activ = 1.2 | APOBEC3A inh = 0 | mIAP block = 14

CCCCN(C(=O)c1ccc(-c2ccc(Cl)cc2)o1)c1c(N)n(CCC)c(=O)[nH]c1=O
  ATG4B inh = 13 | beta cell repl = -2 | mIAP activ = 0.93 | MPTP block = -0.5 | APOBEC3G inh = -3 | hIAP block = 7 | hIAP activ = 0.93 | APOBEC3A inh = 1 | mIAP block = 7
